TexasRed fluor – Total Fluorescence Counterscreen for Inhibitors of the Interaction of Thyroid Hormone Receptor and Steroid Receptor Coregulator 2. AID 1479, 2009. TRb/SRC2 Texas Red total fluorescence interference. Potency, µM (series often up to 106 µM), for inactives: top-dose fluorescence change, negative = quenching. actives 0.29% (n = 280,000); active = well fitted curve in either direction with a large enough effect; inconclusive = small, poorly fitted or top-dose-only effect; note: % is set by controls: 0 for no effect and ±100 for the full control effect
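Flags fluorescent or light-absorbing compounds by total fluorescence, S + 2P, at 555 nm excitation and 632 nm emission. Mixture: 20 nM Texas Red SRC2 peptide, 0.6 uM human TRb LBD, 1 uM T3, 5% DMSO; compound exposure 5 h at ambient temperature.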
ALDH1A1 block – qHTS Assay for Inhibitors of Aldehyde Dehydrogenase 1 (ALDH1A1); Aldehyde dehydrogenase 1A1 (Homo sapiens), P00352; Purified ALDH1A1, NADH fluorescence, propionaldehyde substrate; Potency, µM (titrated, usually from 75.3 µM), inactives show top-dose activity, negative = inhibition, actives largely listed as inhibitors; actives 7.3% (n = 220,000); AID 1030, 2008; active = well fitted inhibition curve with a large enough effect, not every such curve was filed as active; inconclusive = small, poorly fitted or top-dose-only effect, or another doubt; inactive = no such curve, though single readings can be large or run the other way;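 note: plate controls were no enzyme wells and a reference inhibitor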
Target sequence (P00352 whole entry, looked up): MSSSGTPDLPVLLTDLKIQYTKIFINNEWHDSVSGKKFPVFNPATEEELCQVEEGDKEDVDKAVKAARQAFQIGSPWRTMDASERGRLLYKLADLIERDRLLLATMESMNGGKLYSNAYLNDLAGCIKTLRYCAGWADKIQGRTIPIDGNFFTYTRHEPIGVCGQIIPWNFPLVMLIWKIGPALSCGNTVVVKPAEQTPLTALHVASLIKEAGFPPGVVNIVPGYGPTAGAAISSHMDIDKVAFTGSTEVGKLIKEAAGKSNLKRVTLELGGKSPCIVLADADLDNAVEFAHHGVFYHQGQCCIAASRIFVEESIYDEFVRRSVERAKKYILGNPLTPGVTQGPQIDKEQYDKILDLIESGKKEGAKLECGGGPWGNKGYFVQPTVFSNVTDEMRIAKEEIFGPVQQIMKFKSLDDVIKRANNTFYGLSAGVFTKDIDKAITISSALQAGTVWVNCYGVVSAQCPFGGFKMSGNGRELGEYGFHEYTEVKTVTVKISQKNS
SMN2 splice up – qHTS Assay for Enhancers of SMN2 Splice Variant Expression. HEK293 SMN2-luciferase splicing reporter, luminescence, 30-36 h. Potency, µM (titrated, usually from 46.1 µM), for inactives: at the highest dose activity change, positive = activation, hits mostly activators. actives 2.8% (n = 210,000); note: % of control where 0% means no effect; nearly all actives have a fitted effect of over 55% in size
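HEK293 cells carry an SMN2 minigene-luciferase reporter in which exon 7 inclusion puts luciferase in frame. Cells were seeded at 2000 cells/well, attached for 10-12 hours, then exposed to compounds for 30-36 hours at 37C before ONE-Glo luminescence.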
RGS12 GoLoco inh – qHTS Assay for Inhibitors of RGS12 GoLoco Motif Activity (Red Fluorophore); Guanine nucleotide-binding protein G(i) subunit alpha-1 (Homo sapiens), P63096; Gai1:RGS12 GoLoco peptide FP, rhodamine, 10 min; Potency, µM (titrated, usually from 61.6 µM), inactives show at the top dose activity, negative = inhibition, most hits filed as inhibitors; actives 0.44% (n = 230,000); active = well fitted inhibition curve with a large enough effect, not every such curve was filed as active; inactive = no such curve, though single readings can be large or run the other way; note: % is set by controls: 0 for no effect and ±100 for the full control effect; nearly all actives have a fitted effect of over 30% in size; many of its hits are not listed in these tables
TRb-SRC2 inh – qHTS for Inhibitors of the Interaction of Thyroid Hormone Receptor and Steroid Receptor Coregulator 2 | TRbeta-SRC2 peptide binding, fluorescence polarization; receptor liganded with 1 µM T3 | Potency, µM (highest dose often 106 µM), for the others: top-dose activity change, negative = inhibition, most hits filed as inhibitors | actives 0.065% (n = 280,000);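 note: plate controls were bound peptide for no effect and peptide without receptor for full effect; nearly all actives have a fitted effect of over 50% in size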
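Assay buffer: 20 mM Tris-HCl, 100 mM NaCl, 10% glycerol, 1 mM EDTA, 0.01% NP-40, 1 mM DTT, 1 uM T3, 5% DMSO; TRb LBD 0.6 uM, Texas Red SRC2 20 nM; FP after 5 hr.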
LMNA splice mod – qHTS Assay for Modulators of Lamin A Splicing. actives 0.01% (n = 200,000). Potency, µM (titrated, usually from 46.1 µM), without a hit: at the highest dose ratio change, negative = inhibition, usual class: inhibitors. HeLa LMNA splicing GFP/RFP minigene ratio, 48 h. AID 1487, 2009; active = well fitted inhibition curve with a large enough effect in the signal ratio, with a control signal flat, not every such curve was filed as active; inconclusive = small, poorly fitted or top-dose-only effect, or effect the other way, or a change in a side signal; the % refers to the signal ratio; note: % is set by controls: 0 for no effect and ±100 for the full control effect
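Read-out is the ratio of GFP to DsRed2 object intensity, acquired by 488 nm laser-scanning cytometry on HeLa lamin A-EGFP minigene reporter cells. Compound incubation 48 hrs at 37 °C in Opti-MEM with 2% FBS; DMSO 0.5% final.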
RECQ1 helicase – qHTS Assay for Inhibitors of RecQ-Like Dna Helicase 1 (RECQ1) | actives 0.54% (n = 240,000) | ATP-dependent DNA helicase Q1 (Homo sapiens), P46063 | Potency, µM (series often up to 57.3 µM), for inactives: at the highest dose activity, negative = inhibition, actives largely listed as inhibitors | RECQ1 DNA unwinding, red fluorescence kinetic read | AID 2549, 2010;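 note: plate controls were vehicle for no effect and no enzyme for full effect; nearly all actives have a fitted effect of over 30% in size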
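RECQ1T1 50 nM; forked duplex (20 bp + 30-nt ss tails) 200 nM, ATP 2 mM final; pH 8.0, 2 mM MgCl2, 2.5 ug/ml poly(dI-dC); 15 min compound preincubation; discontinuous kinetic read over 2 h at RT.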
KDM4E inh – qHTS Assay for Inhibitors of Human Jumonji Domain Containing 2E (JMJD2E) | AID 2147, 2009 | Potency, µM (top dose mostly 57.1 µM), for the others: at the highest dose activity change, negative = inhibition, actives largely listed as inhibitors | actives 1.6% (n = 230,000) | Lysine-specific demethylase 4E (Homo sapiens), B2RXH2 | JMJD2E catalytic domain, FDH-coupled NADH fluorescence (FDH is formaldehyde dehydrogenase); active = well fitted inhibition curve with a large enough effect, not every such curve was filed as active; inconclusive = small, poorly fitted or top-dose-only effect, or another doubt; inactive = no such curve, though single readings can be large or run the other way;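 note: 0% = wells with enzyme and -100% = buffer wells without enzyme; nearly all actives have a fitted effect of over 50% in size; many of its hits are not listed in these tables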
Target sequence (B2RXH2 1-337 limits assumed): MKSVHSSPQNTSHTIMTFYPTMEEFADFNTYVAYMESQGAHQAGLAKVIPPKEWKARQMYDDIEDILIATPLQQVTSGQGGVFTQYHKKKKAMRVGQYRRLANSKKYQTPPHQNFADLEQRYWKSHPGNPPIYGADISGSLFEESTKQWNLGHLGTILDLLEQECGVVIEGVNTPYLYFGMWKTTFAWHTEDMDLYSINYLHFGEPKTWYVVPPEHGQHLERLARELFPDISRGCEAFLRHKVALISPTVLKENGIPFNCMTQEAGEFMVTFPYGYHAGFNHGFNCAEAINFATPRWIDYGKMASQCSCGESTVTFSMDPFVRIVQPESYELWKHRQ
An asterisk follows results filed as active; i = inactive; ? = inconclusive; / = no result given; [ ] = another dose, or the depositor's remark. Unless noted, calls come from the whole dose curve; as a rule, active = well fitted curve in the direction sought with a large enough effect; inconclusive = small, poorly fitted or top-dose-only effect, or another doubt; inactive = no such curve, though single readings can be large; an effect the other way counts as inactive or inconclusive. Potency is the fitted concentration of half-maximal effect. The list is partial; count on the stated rates, not on these rows.

SMILES | TexasRed fluor | ALDH1A1 block | SMN2 splice up | RGS12 GoLoco inh | TRb-SRC2 inh | LMNA splice mod | RECQ1 helicase | KDM4E inh
COCCNC(=O)c1onc(CSc2cc(C)ccc2C)c1C(=O)O | 0% | 6% | -30% | -3% | 0% | -1% | 2% | 1%
C=CCc1cccc2cc(C(=O)N(CC)CC)c(=O)oc12 | 0% | -10% | 0% | 0% | 0% | 14% | i | -17%
CC(C)OC(=O)CSc1nnc(-c2ccc([N+](=O)[O-])cc2)o1 | -3% | 6% | -1% | 10% | -2% | ? | i | 0%
COc1ccccc1NC(=O)CSc1ccc(-c2cccs2)nn1 | 0% | 6% | -38%[inhibitor] | 2% | -4% | ? | i | 0%
Cc1noc(C)c1CSc1nnc2scc(-c3ccc(Cl)cc3)n12 | -2% | -15% | -10% | 6% | -12% | ? | -2% | 2%
Cc1ccc(CNC(=O)CCC(=O)Nc2nnc(C3CCCCC3)s2)cc1 | -4% | / | / | 9% | -2% | / | -5% | -6%
Cc1ccc(Cl)c(OCC(=O)NN2CCN(C)CC2)c1 | 0% | / | / | 24% | 2% | / | -13% | -1%
COc1cc(/C=N/Nc2nc(=O)[nH]nc2C)cc([N+](=O)[O-])c1O | -7% | / | / | 6% | 2% | / | -3% | -13%
O=S(=O)(c1ccc2ccccc2c1)N1CCN(C(=S)Nc2ccc(F)c(Cl)c2)CC1 | -2% | 6% | 2%[1.84 µM] | 3% | 1% | ? | -6% | 4%
O=C(CN(Cc1ccccc1)C1=NCCS1)c1ccc(Cl)cc1 | -3% | ? | -6% | 0% | -12% | -9% | -5% | -1%
CC(C)NOC(=O)c1ccc(Cl)cc1 | -9% | ? | -2% | 2% | 3% | ? | -5% | -10%
CC(C)(C)C1CCC(=NNc2ccc(S(N)(=O)=O)cc2[N+](=O)[O-])CC1 (configuration not stated) | -1% | -14% | -13%[1.84 µM] | -3% | 9% | -7% | -6% | -4%
Cc1ccc2c(=O)[nH]c(Cc3ccccc3C(=O)O)nc2c1 | -1% | / | / | -8% | -3% | / | 15% | -3%
Cc1nc2oc3c(NCC4CCCO4)ncnc3c2c2c1COC(C)(C)C2 (configuration not stated) | -2% | -4% | -6% | -2% | 4% | 19% | -5% | 0%
Cn1cccc1/C=C1\SC(=S)N(NC(=O)c2ccc(Cl)cc2)C1=O | 0% | -3% | -13% | 12% | 12% | ? | -4% | -9%
Cc1cccc(NC(=O)CSc2nnc(NC(=O)CN3CCCCC3)s2)c1 | 0% | 19% | -3% | -11% | -2% | 5% | -4% | 3%
Cc1cccc(NC(=O)c2ccc(N(C)C3CCCCC3)c([N+](=O)[O-])c2)n1 | -1% | -11% | 4% | 5% | 1% | -4% | -8% | 4%
Cn1cc(CNC(=O)c2sc3cccc(Cl)c3c2Cl)cn1 | -6% | 3% | -6% | 6% | 4% | ? | -5% | -3%
CCCOC(=O)c1ccc(Oc2cn[nH]c2-c2ccc(OCC(=O)NN)cc2O)cc1 | -1% | / | / | 7% | 1% | / | -1% | ?
O=C(CCn1c(=O)oc2ccccc21)N1CCN(c2ccccc2F)CC1 | -3% | -1% | 5% | -10% | -9% | -2% | -8% | 4%
CSc1nncc(-c2ccccc2)n1 | -2% | 0% | 7% | -10% | 4% | ? | -10% | 3%
O=C1c2ccccc2C(=O)N1CC1CCCO1 (configuration not stated) | -7% | -10% | -2% | 6% | -1% | 27% | -8% | 1%
CCCCNc1cc(C(=O)O)cc(S(N)(=O)=O)c1Oc1ccccc1 | -4% | ? | -41% | -33% | -4% | ? | -6% | 25µM*
Cc1ccc(NC(=O)c2ccc3ccccc3n2)cc1S(=O)(=O)N1CCOCC1 | -6% | ? | -7% | 10% | -2% | / | -6% | -19%
COc1ccc2[nH]cc(CCNc3ncncc3-c3ccoc3)c2c1 | / | -7% | / | 34%[activator] | / | ? | i | /
Cc1cc(-c2ccco2)n(CC(=O)NCCN(C)C)n1 | 0% | ? | 12% | -2% | 8% | 7% | 0% | -10%
Cn1c(=O)c2c(nc(Sc3ncnn3CC(=O)N3CCOCC3)n2C)n(C)c1=O | 1% | / | / | -15% | 2% | / | -4% | 0%
OCCNC(=S)Nc1ccc2c(c1)OCCO2 | -4% | 5% | / | 3% | 2% | / | i | -3%
CCN(CC)S(=O)(=O)c1ccc(Cl)c(NC(=O)COC(=O)c2ccc([N+](=O)[O-])o2)c1 | 0% | / | / | -5% | 3% | / | i | -11%
COc1cccc(NC(=O)C(c2ccccc2)N2CCN(c3ccccn3)CC2)c1 (configuration not stated) | -1% | ? | -13% | 5% | 1% | / | -11% | -25%
CC1CCCCN1CCCNC(=O)c1ccc2c(=O)n(CCc3ccccc3)c(=O)[nH]c2c1 (configuration not stated) | 1% | ? | -6% | 7% | 4% | -2% | i | ?
O=C(CCC1CCCCC1)Nc1c[nH]c(=O)[nH]c1=O | 0% | -5% | -6% | 2% | -5% | 2% | 1% | 6%
N#CC1=C(N)Oc2cc3c(cc2C1c1ccc(Cl)cc1)OCO3 (configuration not stated) | 0% | -8% | 25µM* | -6% | 5% | -25% | -6% | -1%
CN(C)S(=O)(=O)c1cccc(C(=O)N=C2N=C3C=CC(Cl)=CN3Cc3ccccc32)c1 | -4% | / | / | -20% | -7% | / | i | ?
Nc1nc(-c2ccco2)nn1C(=O)c1ccccc1 | -5% | 1% | 17% | -2% | 1% | 2% | 11% | -2%
CCNC(=S)Nc1cc(OCC)c(N2CCOCC2)cc1OCC | -1% | 9% | 10% | 1% | -5% | 3% | 0% | -7%
CCOc1ccc2nc(NC(=O)C3=NNC(=O)CC3)sc2c1 | -6% | 1% | ? | 1% | -1% | / | 1% | -12%
CC(C)c1ccccc1S(=O)(=O)c1cc(N)c2ncccc2c1[N+](=O)[O-] | -1% | -7% | -37%[inhibitor] | -1% | -2% | / | i | -23%
N#C/C(=C/c1cccs1)c1nc2ccccc2[nH]1 | 0% | -6% | ? | 9% | -3% | ? | -2% | -28%
O=C(/C=C/c1ccco1)NCCc1ccccc1 | -4% | 22µM* | / | 12% | -9% | / | -3% | -14%
COc1ccc(N(CC(O)CN2C(=O)NC(C)(C)C2=O)S(=O)(=O)c2ccc(C)cc2)cc1 (configuration not stated) | 1% | ? | 4% | 3% | -2% | 9% | -10% | -3%
CCCCS/C(N)=N/N=C/c1ccccc1O | 1% | -5% | 3% | 11% | 4% | 12% | i | -24%
CCC(C)NS(=O)(=O)c1ccc(OCC(=O)N2CCC(C)CC2)cc1 (configuration not stated) | 1% | -14% | -66%[inhibitor] | -7% | 11% | ? | 2% | 2%
CSCCC(N=C(NS(=O)(=O)c1ccc(C)cc1)c1ccccc1)C(=O)O (configuration not stated) | -1% | / | / | 16% | 0% | / | -4% | 6%
COc1ccccc1-c1nc(C(N)=O)c2[nH]c(=O)n(-c3cccc(C)c3)c2n1 | -6% | ? | -2% | 11% | 6% | 9% | -7% | ?
COc1cc(CSc2ncn[nH]2)c(OC)cc1CSc1ncn[nH]1 | -2% | 8% | -14% | 5% | -8% | ? | -1% | 8%
O=C1C2=CC[C@H]3C(=O)N(C4CCCCC4)C(=O)[C@@H]3[C@@H]2[C@H](O)[C@@H]2O[C@H]12 | ? | ? | / | / | -1%[11.2 µM] | / | i[11.5 µM] | /
c1ccc(-c2noc(-c3ccc4c(c3)OCO4)n2)cc1 | 1% | 8% | 5µM* | 8% | 0% | / | i | -12%
N#Cc1nc(COc2cccc(Cl)c2)oc1NCc1ccncc1 | -2% | -8% | -21% | 11% | -4% | ? | -3% | -17%
Cc1occc1-c1nnc(SCC(=O)c2ccc(Cl)cc2)n1C | -2% | ? | 13% | 6% | -16% | -6% | -1% | -5%
Cc1oc2c(c1C(=O)O)C(=O)c1ccccc1C2=O | -2% | ? | -13% | 16% | 7% | / | i | 9%
O=C(COC(=O)CNC(=O)c1ccc(Br)o1)Nc1ccccc1OC(F)F | -4% | -1% | -10% | 6% | 0% | 2%[46 µM] | -2% | 7%
CCOc1ccc(NC(C)C(=O)N/N=C/c2cccs2)cc1 (configuration not stated) | 0% | ? | 16% | -8% | 2% | ? | -3% | 2%
O=C(COc1ccccc1)N/N=C/c1cc2c(cc1[N+](=O)[O-])OCO2 | 0% | -17% | 2% | 3% | 0% | 2% | -6% | -4%
O=C(CSc1nnnn1-c1ccccc1)Nc1nsc(-c2ccc(Cl)cc2)n1 | -1% | ? | 0% | 6% | 7% | 8% | -7% | -12%
N=c1oc2ccccc2cc1-c1nc(-c2ccc(Cl)cc2)cs1 | 1% | ? | 7% | 50%[activator] | 6% | -7% | i | -3%
CCn1cc(C(=O)OCC(=O)c2ccc(Cl)cc2)c(=O)c2ccc(C)nc21 | -8% | ? | -30%[inhibitor] | 3% | 1% | 11%[46 µM] | -9% | 2%
Cc1ccc(NC(=S)NC(=O)c2ccc(F)cc2)cc1S(=O)(=O)Nc1ccccc1Cl | 0% | 13µM* | -49%[inhibitor] | 3% | -10% | ? | -8% | -3%
CC1Cc2ccccc2N1C(=O)CSc1nnnn1C(C)C (configuration not stated) | -1% | 28µM* | -4% | 8% | 2% | 5% | -10% | 1%
COc1ccccc1NS(=O)(=O)c1cc(NC(=S)Nc2cc(C)cc(C)c2)ccc1Cl | ? | ? | -19% | 7% | -12% | ? | -11% | -4%

Screening results (PubChem)
